Neddylation inh = cullin neddylation inhibition. AID 651699. hit rate 0.58% among 360,000. TR-FRET cullin neddylation, biochemical. P61081+Q13564. calls only at 25 µM; in the data active means inhibition above about 36%
FAS TE block = inhibitors of human fatty acid synthase thioesterase domain; P49327; recombinant FAS-TE, OMFH fluorogenic substrate, fluorescence endpoint; inhibition, % at 15 µM; hit rate 0.67% among 360,000; AID 602261;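 active means compounds whose normalised, plate-corrected inhibition of enzyme fluorescence in the single-dose primary screen is 50% or more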;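 further: 0% = DMSO with enzyme and 100% = substrate without enzyme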
CendR NRP1 mod = alters CendR peptide binding to human NRP-1; FAM-RPARPAR peptide binding to NRP-1, fluorescence polarization; inhibition, % at 25 µM; hit rate 0.85% among 360,000; O14786; AID 602438;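 active means inhibition or corrected inhibition above about 18%, plus a signal ratio from 0.5 to 1.5, limit read from the data, passing the limit was not always enough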; further: strong numbers were not always called active
SKN-1 inh = inhibitors of C. elegans SKN-1. C. elegans VP596 Pgst-4::GFP/RFP ratio, acrylamide-induced, 24 h. hit rate 0.49% among 360,000. inhibition, % at 21.8 µM;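 active means interference check ratio from 0.5 to 1.5 plus GFP to RFP signal ratio inhibition reaching or exceeding a fixed threshold, cut at about 30% in these data, passing the limit was not always enough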; further: some compounds called inactive have numbers as strong as hits
MT1-MMP act inh = blocks activation of human MT1-MMP | P50281 | HT1080 RFP-PRO-GFP cells, GFP/RFP ratio fluorescence, overnight; percent of plate control window, DMSO zero | hit rate 0.061% among 360,000 | GFP/RFP ratio change, % at 20 µM;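 active means GFP/RFP ratio change of at least 30% with cell ATP level not reduced by more than half and red fluorescence within 50% of control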; further: strong numbers were not always called active
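Assay system: HT1080 RFP-PRO-GFP cells | Dosing: 20 µM single dose, 1% DMSO | Incubation: Cells overnight before dosing, compound overnight, 37 °C, 5% CO2 | Evaluation: GFP/RFP fluorescence ratio | Control set: DMSO-only wells and HT1080 RFP-L50D-GFP cell wells as references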
MsrA inh = bovine MsrA inhibition; purified bovine MsrA, absorbance read-out; inhibition, % at 15.5 µM; hit rate 0.75% among 360,000; AID 651718; in the data active means inhibition above about 4.5%;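 further: 0% = vehicle wells with enzyme and 100% = reference inhibitor wells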
Rin1 Abl inh = inhibitors of human Rin1-Abl protein interaction. TR-FRET Rin1/Abl binding, biochemical. P00519+Q13671. AID 588664. inhibition, % at 7.35 µM. hit rate 0.4% among 360,000; in the data active means inhibition above about 5%, passing the limit was not always enough
bovine MsrA act = bovine methionine sulfoxide reductase A activation | purified bovine MsrA, absorbance read-out | activation, % at 10.6 µM | hit rate 0.3% among 360,000; in the data active means activation above about 7.5%;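 further: 0% = vehicle and 100% = reference activator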
E coli Lon inh = inhibits E. coli Lon protease; P0A9M0; purified E. coli Lon protease, fluorescence polarization; inhibition, % at 7.94 µM; hit rate 0.42% among 360,000; in the data active means inhibition above about 13%, passing the limit was not always enough;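 further: 0% = enzyme with probe and DMSO and 100% = no enzyme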
An asterisk follows results filed as active; i = inactive; / = not tested or not shown.

SMILES	Neddylation inh	FAS TE block	CendR NRP1 mod	SKN-1 inh	MT1-MMP act inh	MsrA inh	Rin1 Abl inh	bovine MsrA act	E coli Lon inh
COc1ccc(N2c3ccccc3CN(Cc3ccccc3)CC2Cc2cc(OC)c(OC)c(OC)c2)cc1 (centres undefined)	i	24	7	6	-1	1.2	-7	-2	2
COc1ccc(C(=O)/C=C/c2cccnc2)c(OC)c1	i	0	-8	-5	-2	2.7	3	-6	-5
Cc1cc2oc(=O)cc(CN(C)Cc3cccc(F)c3)c2cc1Cl	i	22	4	-10	-3	3.0	0	3	-2
O=C(CSc1nc2ncc(Cl)cc2[nH]1)Nc1ccccc1-c1ccccc1	i	0	3	-8	-1	-0.1	0	-8	9
Cc1ccc(CN(c2ccc(C(=O)N3CCOCC3)cc2)S(C)(=O)=O)cc1	i	-1	4	-11	0	-1.4	2	-7	-2
O=[N+]([O-])c1ccccc1/C=C/c1ccc2ccccc2n1	i	16	1	7	-1	1.0	1	-2	9
O=C(NCCCCCCCN1CCCCCCC1)C(C1CCCCC1)C1CCCCC1	i	-1	-2	7	-1	-0.1	6	-9	-14
COc1ccc(NC(=O)CSc2c(C)nn(-c3nnc(C)c(=O)[nH]3)c2C)cc1	i	-4	3	1	1	0.2	1	4	5
CC(Cc1ccccc1)Nc1ncnc2c1ncn2C1OC(CO)C(O)C1O (centres undefined)	i	1	-4	-12	0	1.4	1	-2	-9
Cc1cc(NC(=O)CSc2nc3c(sc4ccccc43)c(=O)n2CCCN2CCOCC2)n[nH]1	i	-6	-9	17	9	2.3	-3	-2	10
CCCOc1ccc(N2CC(C(=O)Nc3ccc(N4CCOCC4)cc3)CC2=O)cc1 (centres undefined)	i	-10	2	-4	-4	-0.5	2	-2	-5
COc1cc(/C=N\NC(=O)c2ccc(-c3ccccc3)cc2)cc(OC)c1O	i	4	-2	2	8	1.4	1	-4	-10
O=C(Nc1ccc(N2CCCC2)cc1)c1cc([N+](=O)[O-])ccc1N1CCOCC1	i	39	3	9	-3	1.2	2	-3	-30
COc1ccc(S(=O)(=O)Nc2ccc(S(=O)(=O)N3CCCCC3)cc2)cc1OC	i	-7	1	-11	0	-1.3	2	1	3
O=S(=O)(NCc1ccccc1Cl)c1ccc(-n2cnnn2)cc1	i	1	1	-1	-1	0.3	1	-4	2
COCCNC(=O)/C(C#N)=C/c1cccs1	i	-4	-7	6	-11	4.2	0	-3	-1
COc1ccccc1CNC(=O)c1cc(-c2ccc(F)cc2OC)n[nH]1	i	7	-7	-2	-4	0.5	0	-2	-8
COc1cccc(N(CC(=O)N2CCOCC2)S(C)(=O)=O)c1	i	-8	3	8	-2	-0.6	3	-4	0
C/C(CC(=O)Nc1ccc(N(C)C)cc1)=N\NC(=O)c1ccncc1	i	-5	11	2	-2	1.1	0	-3	-3
Cc1ccccc1NC(=O)C(C)Sc1nnc(CN2CCCC2)n1Cc1ccccc1 (centres undefined)	i	-1	-10	10	2	-0.1	2	-1	-2
Cc1onc(-c2ccccc2)c1C(=O)Nc1nc(-c2ccccc2)cs1	i	27	0	-1	-11	1.9	-2	-12	-3
CCN(CC)C(=O)c1ccc(CS(=O)(=O)c2ccc(Br)cc2)cc1	i	-2	2	5	1	0.3	-1	-3	-5
CCCCc1nc(NCCN2CCOCC2)c(C#N)c2c1COC(C)(C)C2	i	-11	-2	1	4	0.3	0	-11	-2
CCOC(=O)C1CCN(Cc2nc3ccc([N+](=O)[O-])cc3c(=O)n2-c2ccc(OC)cc2OC)CC1	i	17	-16	2	4	2.2	0	-3	5
COc1ccc(-c2cc(C(=O)N/N=C/c3ccc4c(c3)OCO4)c3ccccc3n2)c(OC)c1	/	51*	2	16	-5	5.8*	-1	-3	2
COc1ccccc1CNC(=O)COC(=O)CCN=C1NS(=O)(=O)c2ccccc21	i	-5	3	13	1	0.0	-1	-1	-1
CCCn1c(SCC(=O)N2CCc3ccccc32)nnc1-c1ccco1	i	6	-1	18	4	-0.9	-3	-2	1
CCOc1ccc2nc(NC(=O)CSc3nc(-c4ccccc4)c(C#N)c(=O)[nH]3)sc2c1	i	9	-26	1	-2	1.3	-5	-3	7
CN(C(=O)c1cccc(NC(=O)Cc2cccc(NC(=O)C3CCN(C(=O)C4CCC4)CC3)c2)c1)C1CC1	i	-8	-7	-7	-1	-0.3	-2	-3	0
COC(=O)[C@H](CC(C)C)NS(=O)(=O)N(Cc1ccccc1)[C@@H](CC(C)C)C(=O)OC	i	20	28*	8	-5	2.2	3	1	8
COc1ccc(C(C(=O)NCC2CCCO2)N(C(=O)CNC(=O)c2ccco2)c2ccc(C)c(C)c2)cc1OC (centres undefined)	i	-8	-2	13	-2	-0.7	-2	-2	-3
Cc1cc(=O)[nH]c(SCC(=O)NN(c2ccccc2)c2ccccc2)n1	i	-7	-10	-3	-1	-0.9	-3	-3	6
COc1ccccc1CCNC(=O)CSc1ccc(-c2cccs2)nn1	i	2	2	-11	2	1.0	-3	-7	-7
CC(=O)c1cccc(NC(=O)COC(=O)CC2CC3CCC2C3)c1 (centres undefined)	i	8	8	11	2	0.3	2	-3	8
Cc1cc(Cl)ccc1NC(=S)NCC(C)C	i	-9	0	3	6	-0.6	1	-5	-2
O=C(O)C(Cc1ccccc1)N1C(=O)C2CCCCC2C1=O (centres undefined)	i	-6	10	-9	-1	0.7	0	-3	0
CC1CCCCC1NC(=O)CN1C(=O)c2ccccc2S1(=O)=O (centres undefined)	i	-4	19	16	-4	-0.1	3	-3	0
COc1ccc(C(=O)Cn2nnc(-c3ccccc3-n3cnnn3)n2)cc1	i	-1	-30	-12	19	1.0	2	-9	-3
Cc1ccccc1OCc1nc(-c2cccnc2)no1	i	-2	2	6	-1	0.8	-1	-8	-41
CC1CCCC(C)N1C(=O)CSc1nnc(COc2ccc(F)cc2)o1 (centres undefined)	i	2	3	-14	0	2.4	-1	-1	-5
COc1ccccc1C(=O)N/C(=C\c1ccccc1)C(=O)NCc1ccco1	i	5	-1	2	-1	0.7	2	-1	-3
CC(C)C[C@@H]1CN(CCCC[C@H]2CNC(=O)C(=O)N2CCC2CCCCC2)C(=O)C(=O)N1Cc1ccccc1	i	8	-11	-6	4	-1.0	/	-1	-2
CCn1cc(C(=O)O)c(=O)c2cc(F)c(N3CCN(C(=S)Nc4ccccc4OC)CC3)cc21	i	-3	13	-17	-6	-0.4	2	-3	-8
O=C(CNc1ccc(F)cc1)N/N=C/C1CC=CCC1 (centres undefined)	i	-2	11	4	2	1.6	2	-7	-4
COc1ncnc2c1ncn2CCCN(C)CCc1ccccn1	i	-8	-9	-18	1	0.5	-3	-11	-1

Among those listed so far, these have a thiophene ring, fused or not.
SMILES	Neddylation inh	FAS TE block	CendR NRP1 mod	SKN-1 inh	MT1-MMP act inh	MsrA inh	Rin1 Abl inh	bovine MsrA act	E coli Lon inh
Cc1cc(NC(=O)CSc2nc3c(sc4ccccc43)c(=O)n2CCCN2CCOCC2)n[nH]1	i	-6	-9	17	9	2.3	-3	-2	10
COCCNC(=O)/C(C#N)=C/c1cccs1	i	-4	-7	6	-11	4.2	0	-3	-1
COc1ccccc1CCNC(=O)CSc1ccc(-c2cccs2)nn1	i	2	2	-11	2	1.0	-3	-7	-7

Later entries:
SMILES	Neddylation inh	FAS TE block	CendR NRP1 mod	SKN-1 inh	MT1-MMP act inh	MsrA inh	Rin1 Abl inh	bovine MsrA act	E coli Lon inh
O=C(N/C=N/O)C1=NOC(CNc2ncc(C(F)(F)F)cc2Cl)C1 (centres undefined)	i	-12	-3	-6	6	-0.2	-1	-2	2
Cn1nnnc1Sc1ncnc2scc(-c3cc4ccccc4o3)c12	i	37	11	32	0	1.4	2	-3	-3
CC(=O)c1cccc(NC(=O)NNC(=O)CCC(=O)Nc2ccc(C)c(C)c2)c1	i	1	14	-2	0	-0.7	2	-3	4
O=C(CCS(=O)(=O)c1ccc(Br)cc1)Nc1ccccn1	i	-6	-6	-1	6	-0.9	-3	-4	5
Cc1oc2c(c(=O)c1C)C(=O)CC(c1ccccc1)C2 (centres undefined)	i	-3	-4	3	2	-0.6	1	-12	-2
COc1ccc(Cl)cc1-c1nc(N)nc(N(C)C)n1	i	-9	-8	-10	2	0.8	1	-9	1
COC(Cn1c2c(c3cc(C)ccc31)CCCC2NCc1ccccc1)OC (centres undefined)	i	22	0	16	2	2.1	2	-5	-2
O=C(NCC(c1ccco1)N1CCCC1)c1ccccc1F (centres undefined)	i	-8	-5	15	-3	-0.1	-1	-1	-2
CCc1ccc(OC)c(S(=O)(=O)Nc2ccc(Cc3ccncc3)cc2)c1	i	8	-5	16	-7	1.0	1	-3	-8
Cc1ccc(-c2cc3c(n2-c2ccc(C(=O)O)cc2)CCCC3=O)cc1	i	-2	-4	3	3	0.9	-2	-4	4
Cc1ccc(S(=O)(=O)NN2C(=O)c3ccccc3NC2c2ccccn2)cc1 (centres undefined)	/	-5	-3	4	-6	2.3	0	-9	-3
Cc1c(N2C(=O)c3ccc4c5c(ccc(c35)C2=O)CC4)c(=O)n(-c2ccccc2)n1C	i	-7	11	-17	-3	/	2	-2	-10
COc1ccc(C(=O)CSc2n[nH]c(=O)[nH]c2=O)cc1	i	-8	-7	-4	5	-0.4	-2	-4	9
CCc1ccccc1N(CC(=O)Nc1cccc(N(C)S(C)(=O)=O)c1)S(C)(=O)=O	i	-4	17	-4	-9	-0.8	-1	-7	0
O=C(OCCN1CCCCC1)c1ccccc1Cl	i	-5	-13	-29	7	-0.5	3	-9	-8
COc1ccc(C)c(NC(=O)C2CC(=O)NC3=C2C(=O)CCC3)c1 (centres undefined)	i	-2	8	11	4	0.8	1	1	2
Fc1ccc(NC(=S)NC2CC3CCCC(C2)N3Cc2cccs2)cc1 (centres undefined)	i	-3	-11	2	-2	-0.5	1	-7	-2
O=C(Nc1ccccc1C(=O)N1CCCCC1)NC1CCCCC1	i	-6	-2	1	-1	-0.6	2	-5	3
CC1O[C@H](OC2C(COC3OC(CO)C(O)[C@H](O)C3O)OC(OC3CC[C@]4(C)C(CC[C@@]5(C)[C@@H]4C=C[C@]46OC[C@@]7(CCC(C)(C)C[C@H]74)C(O)C[C@@]56C)C3(C)C)C(O)C2O)C(O)C(O)C1O (some centres undefined)	i	-3	24*	14	-4	-0.3	-2	-2	1
CC(=O)NCCC(=O)N(C)CC1CCN(CCc2cccc(C(F)(F)F)c2)CC1	i	-5	-13	12	-3	0.5	-1	-2	5
CC1CC(C)CN(S(=O)(=O)c2ccc(Oc3ccc([N+](=O)[O-])cc3)cc2)C1 (centres undefined)	i	26	5	-3	-10	-0.3	-1	-3	0
COc1ccc(/C=C/C(=O)OCC(=O)c2c(C)[nH]c3ccccc23)cc1OC	i	-9	7	-4	1	1.7	4	-1	-8
Cc1cc(=O)oc2cc(OCCSCCN3CCCC3)ccc12	i	-5	7	-3	1	0.3	-2	-3	-9
CCn1ccc(C(=O)Nc2ccccc2Cl)n1	i	-2	-12	3	-1	-0.3	3	-12	-8
CC(=O)Nc1nc(C2CC2)cc(-c2ccccc2)c1C#N	i	-2	-3	2	-5	1.6	2	-3	7
CCCCCOC(=O)NCCOC(=O)Nc1ccc(C(=O)OCC)cc1	i	7	2	-14	2	0.5	1	2	3
O=C(NCCCn1ccnc1)c1ccccc1F	i	-5	2	5	1	0.3	-1	2	-9
COC(=O)c1cc(C(=O)OC)cc(N2C(=O)CC(N3CCN(c4ccccc4)CC3)C2=O)c1 (centres undefined)	i	0	11	-24	-2	0.4	0	-10	2

MsrA inh, entries above that show a hit
SMILES	Neddylation inh	CendR NRP1 mod	SKN-1 inh	MT1-MMP act inh	MsrA inh	Rin1 Abl inh	bovine MsrA act	E coli Lon inh
COc1ccc(-c2cc(C(=O)N/N=C/c3ccc4c(c3)OCO4)c3ccccc3n2)c(OC)c1	/	2	16	-5	5.8*	-1	-3	2

Screening results: PubChem BioAssay, several laboratories
